NR5A2 inv ag – NR5A2 inverse agonism in reporter assay | O00482 | HEK293T StAR-luciferase reporter, LRH-1 transfected, 24 h | inhibition, % at 3.6 µM | actives 0.13% (n = 360,000) | AID 602396;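 active = inhibition above the mean inhibition of all tested compounds plus 3 SD, cut at about 73% in these data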;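 note: 0% = DMSO wells and 100% = reporter-only cells lacking LRH-1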
Target sequence (O00482 whole entry, looked up): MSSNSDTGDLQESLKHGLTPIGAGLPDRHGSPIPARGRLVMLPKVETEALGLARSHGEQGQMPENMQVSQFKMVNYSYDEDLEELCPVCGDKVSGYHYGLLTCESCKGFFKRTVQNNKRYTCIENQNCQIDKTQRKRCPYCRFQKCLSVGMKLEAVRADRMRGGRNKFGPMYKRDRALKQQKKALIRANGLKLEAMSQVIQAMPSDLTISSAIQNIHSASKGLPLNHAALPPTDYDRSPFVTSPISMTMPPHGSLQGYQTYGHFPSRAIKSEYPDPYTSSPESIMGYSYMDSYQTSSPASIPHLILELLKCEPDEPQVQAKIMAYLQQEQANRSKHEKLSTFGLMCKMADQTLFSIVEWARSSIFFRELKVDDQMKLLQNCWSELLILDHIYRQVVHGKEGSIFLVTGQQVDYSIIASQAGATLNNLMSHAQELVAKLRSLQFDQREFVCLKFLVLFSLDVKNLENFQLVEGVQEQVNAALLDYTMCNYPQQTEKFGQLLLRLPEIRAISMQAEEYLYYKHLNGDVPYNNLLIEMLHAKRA
NCOA3 inh – inhibitors of human steroid receptor coactivator 3 (SRC3); Q9Y6Q9; HEK293 GAL4-SRC3 luciferase reporter, luminescence; inhibition, % at 3.6 µM; actives 0.17% (n = 360,000); AID 588352;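 active = inhibition above a per-campaign cutoff, the mean of all compounds plus 3 SD, cut at about 60% in these data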;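 note: 0% = DMSO-treated cells and 100% = gossypol-treated cells at 36 µM; higher means less SRC3-driven luciferase light from the GAL4 reporter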
SRC1 inh – inhibits human SRC1 coactivator | Q15788 | inhibition, % at 3.6 µM | HEK293 GAL4-SRC1 luciferase reporter, luminescence | actives 0.12% (n = 360,000);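 active = inhibition above the campaign mean plus 3 SD, with each screening campaign given its own cutoff, cut at about 60% in these data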;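 note: 0% = DMSO treated cells and 100% = gossypol at 36 µM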
EBV LMP1 NFkB – inhibitors of Epstein-Barr LMP1-induced NF-kappaB reporter | actives 0.69% (n = 350,000) | inhibition, % at 12.5 µM | LMP1-induced NF-kappaB luciferase reporter cells, luminescence; in the data active = inhibition above about 41%;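 note: 0% = neutral control wells and 100% = reference inhibitor control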
TRAIL sens C8 – caspase-8 TRAIL sensitization; actives 1% (n = 360,000); inhibition (viability loss, TRAIL sensitization), % at 10 µM; NB7+C8 cells + TRAIL, ATPlite viability luminescence; AID 624354;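 active = compounds causing at least 50% loss of cell viability in the single-dose screen, relative to plate controls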
TROY signal inh – inhibitors of TROY-dependent NF-kB signaling | Q293 LMP1-TROYcd NF-kB luciferase reporter, 4 h | inhibition, % at 10 µM | actives 0.98% (n = 360,000) | AID 1347056;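 active = compounds whose plate-normalised and pattern-corrected inhibition of the luciferase reporter signal at the single screening dose is 50% or more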
SRC2 inh – human SRC2 (NCOA2) inhibition | Q15596 | HEK293 GAL4-SRC2 luciferase reporter, luminescence | inhibition, % at 9 µM | actives 0.17% (n = 370,000) | AID 651957;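 active = inhibition above the mean inhibition of all tested compounds plus 3 SD, set per campaign, cut at about 52% in these data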;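 note: 0% = DMSO treated cells and 100% = cells given Gossypol at 36 µM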
COUP-TFII inh – blocks human COUP-TFII nuclear receptor. P24468. HEK293T NGFI-A luciferase reporter, luminescence. inhibition, % at 8.6 µM. actives 0.7% (n = 370,000);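 active = inhibition above a per-plate cutoff, mean inhibition of test wells between control levels plus 3 SD, cut at about 38% in these data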;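 note: cells cotransfected with COUP-TFII expression vector driving the NGFI-A reporter; 0% = median of COUP-TF2 test wells and 100% = reporter-only cells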
Target sequence (P24468 whole entry, looked up): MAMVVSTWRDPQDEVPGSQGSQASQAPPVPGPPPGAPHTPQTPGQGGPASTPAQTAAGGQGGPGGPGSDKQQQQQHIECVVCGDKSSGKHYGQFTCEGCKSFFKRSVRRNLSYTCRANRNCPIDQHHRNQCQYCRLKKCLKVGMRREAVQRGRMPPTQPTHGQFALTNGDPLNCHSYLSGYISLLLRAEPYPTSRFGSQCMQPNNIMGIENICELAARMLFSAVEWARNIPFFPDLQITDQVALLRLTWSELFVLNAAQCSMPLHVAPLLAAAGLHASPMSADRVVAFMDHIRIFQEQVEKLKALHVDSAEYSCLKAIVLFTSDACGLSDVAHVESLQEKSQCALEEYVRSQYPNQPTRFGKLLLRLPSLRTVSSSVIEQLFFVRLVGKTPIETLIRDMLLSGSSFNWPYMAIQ
CF NFkB inh – blocks PAF-induced NF-kB reporter in cystic fibrosis cells. actives 0.86% (n = 360,000). AID 588850. inhibition, % at 5 µM. KKLEB NF-kB-GFP reporter, GFP fluorescence overnight;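 active = at least 50% inhibition at 5 µM, scaled per plate between neutral and stimulator controls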;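 note: PAF is a Pseudomonas aeruginosa culture filtrate used as stimulus; plate controls were PAF-stimulated DMSO wells for no effect and unstimulated DMSO wells for full effect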
TWEAK Fn14 block – TWEAK-Fn14 signaling inhibition; TWEAK-stimulated Fn14 reporter cells, luciferase luminescence, 8 h; inhibition, % at 10 µM; actives 2% (n = 360,000); AID 1159606; in the data active = inhibition above about 50%
KKLEB tox – reduces viability of KKLEB cystic fibrosis airway cells; KKLEB CF airway cells viability, ATPlite luminescence, overnight; stronger effect = lower value; cells stimulated with P. aeruginosa culture filtrate; activity change (cytotoxicity), % at 5 µM; actives 0.36% (n = 360,000); AID 602141;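 active = corrected activity change at or below -50% at 5 µM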
* = called active by the depositor; / = no result given.

SMILES | NR5A2 inv ag | NCOA3 inh | SRC1 inh | EBV LMP1 NFkB | TRAIL sens C8 | TROY signal inh | SRC2 inh | COUP-TFII inh | CF NFkB inh | TWEAK Fn14 block | KKLEB tox
COc1cc(/C=N\NC(=O)C2CC3C=CC2C3)ccc1O (stereo not drawn) | 1 | 13 | -30 | 0 | 4 | 4 | -4 | -9 | 7 | -2 | 14
CCCCN(CC)CCCNC(=O)c1cc2c(=O)[nH]c3ccccc3c2s1 | -26 | -8 | -16 | -20 | 3 | -20 | -9 | -23 | 8 | -16 | 6
C[C@H]1COC(=O)[C@@H](Cc2ccc(F)cc2)CC/C=C\C[C@H](CC(=O)NCCO)C(=O)N1 | 0 | 6 | -5 | -2 | -30 | -4 | -18 | -23 | -22 | 8 | 2
CCOC(=O)c1c(C)[nH]c(NC(=O)Nc2ccc(NC(C)=O)cc2)c1C | 5 | 8 | 22 | -2 | 2 | 10 | -8 | -9 | -5 | 0 | 17
COc1ccccc1C(=O)NCC(=O)N/N=C/c1ccncc1 | -16 | 7 | 3 | 0 | 2 | 1 | -26 | -11 | 9 | 17 | -2
CNCCOc1ccccc1OC(C)C | 4 | 14 | -5 | 3 | -1 | 10 | 9 | -18 | 4 | -23 | 8
CC(O)C(NC(=O)OCc1ccccc1)C(=O)NCC(=O)NCC(=O)OCc1ccccc1 (stereo not drawn) | 9 | -3 | -8 | / | -24 | 13 | / | / | -18 | 11 | 10
CC(=O)c1cccc(-c2cnc3c(NC=O)cc(-c4ccc(C(=O)N5CCOCC5)cc4)cn23)c1 | -1 | 0 | 6 | / | -15 | -6 | -18 | 12 | 29 | -5 | -15
CC(C)(C)n1nnnc1C(c1ccc(Cl)cc1)N1CCSCC1 (stereo not drawn) | 4 | -10 | 11 | 3 | 7 | 8 | 2 | 21 | 1 | 12 | -1
Cc1cc(C)n(-c2nc3ccccc3c(=O)n2OCCOc2ccccc2)n1 | -9 | -12 | -16 | -27 | 6 | -7 | -41 | -6 | -4 | -13 | 8
COC(=O)[C@]1(C)N[C@H](CN(C)C(C)=O)[C@@H]2C(=O)N(C)C(=O)[C@@H]21 | 1 | -9 | -11 | -2 | -1 | 4 | -11 | 0 | -9 | 15 | 10
CC(C)CCOCC1CC2(CC(C)(c3csc(N)n3)OC2=O)C(=O)O1 (stereo not drawn) | -5 | 21 | 16 | 1 | -1 | 2 | 2 | -6 | 7 | 8 | 2
Cn1cc(C(=O)N/N=C/C2=C(N3CCOCC3)C(=C/c3ccc([N+](=O)[O-])cc3)/CC2)ccc1=O | -4 | -7 | -10 | -16 | 24 | -1 | 21 | -1 | -25 | -6 | -5
CC(C)(NC(=O)N1CCOCC1)c1cccc(C(C)(C)NC(=O)N2CCOCC2)c1 | 10 | 6 | 12 | 3 | 3 | 8 | -13 | -9 | 8 | -8 | -2
Clc1ccc(-n2cccc2/C=N/n2cnnc2)cc1 | 14 | 11 | -5 | -6 | -6 | -3 | -7 | 0 | 3 | -11 | -3
COc1cc2c(cc1OC)CN(Cc1cc(OC)c(O)c(OC)c1)CC2 | 8 | 12 | -4 | 2 | -10 | 14 | -19 | 11 | 9 | -5 | -2
COc1cc(-n2nnnc2SCC(=O)N2CCN(c3ccc(F)cc3)CC2)c(OC)cc1Cl | 4 | -14 | -9 | 0 | -2 | 1 | -14 | -5 | 16 | 16 | -7
CN(C)S(=O)(=O)N1CCN(C(=O)N(c2ccccc2)c2ccccc2)CC1 | -4 | 18 | -29 | -1 | -7 | 13 | 2 | -8 | 5 | -24 | 2
CN(C(=O)COC(=O)COc1ccc(Cl)cc1Cl)c1c(N)n(Cc2ccccc2)c(=O)[nH]c1=O | 4 | 8 | -3 | -5 | -5 | -6 | -30 | -3 | -10 | 12 | 10
CC(=O)C1=C(C)NC(SCc2cccc3ccccc23)=C(C#N)C1c1ccco1 (stereo not drawn) | 14 | 13 | 6 | 1 | -21 | -3 | 11 | -5 | 3 | 21 | -20
COc1ccc(NC(=O)CC(C)n2ccnc2)cc1 (stereo not drawn) | 15 | 4 | 10 | -3 | -25 | -1 | -29 | -23 | -24 | 21 | 15
CCN1CCSc2ccc(C(=O)NCc3ccccc3F)cc21 | -2 | 4 | 5 | -15 | 0 | -10 | 11 | -13 | 8 | -48 | 3
Cn1nccc1/C=N\NC(=O)c1ccc(Cl)cc1 | -1 | -5 | -9 | -2 | 5 | -15 | 10 | -3 | -2 | -15 | 14
O=C(CSc1nc2c(sc3ccccc32)c(=O)n1-c1ccccc1)NCc1ccco1 | 5 | 1 | 2 | -12 | -14 | 8 | -12 | -4 | -28 | 29 | 4
COC(=O)C1CCN(C2CN(C3CCCCC3)S(=O)(=O)C2)CC1 (stereo not drawn) | -3 | -19 | -12 | / | -4 | 6 | 8 | 3 | -8 | -6 | 7
CCCCNC(=O)C1(C)CCCCN1Cc1ccc(OCc2ccccc2)cc1 (stereo not drawn) | -5 | 7 | -1 | / | 14 | 7 | 17 | 18 | 9 | 7 | 6
CCN1C(=O)[C@@H]2[C@@H](c3ccc(-c4ccc(OC)cc4)cc3)N3CCC[C@@]3(C(=O)OC)[C@@H]2C1=O | -6 | -10 | 10 | -1 | -8 | -6 | 6 | 2 | -10 | 10 | 12
COC(=O)c1ccc2nc(NC(=O)C(C)(C)C)sc2c1 | 18 | 37 | 25 | 5 | 90* | 81* | 22 | 66* | 3 | 96* | -50*
Cc1ccc(C)c(Cc2c(C)nc(C)[nH]c2=O)c1 | 7 | -4 | -7 | 7 | -6 | 1 | -7 | -12 | 1 | -3 | 1
COc1ccc(-c2ncccc2OC(=O)C23CC4CC(CC(C4)C2)C3)cc1 | -8 | -12 | -4 | 3 | -2 | -14 | 9 | 12 | 10 | -13 | -8
CC1CCN(C(=O)c2cc3nc(-c4ccccc4)cc(-c4ccccc4)n3n2)CC1 | 6 | 16 | -5 | 9 | -6 | 11 | -5 | 16 | 22 | 9 | -13
Fc1ccc(-c2nc3ccc(Cl)cn3c2Cc2ccsc2)cc1 | -42 | -31 | -96 | / | 4 | -33 | -37 | -17 | 8 | -7 | -9
CCc1ccc(/C=C2\SC(=S)N(CCCC(=O)N(CCO)c3ccccc3)C2=O)cc1 | -6 | 18 | 15 | 10 | 92* | 35 | 26 | 7 | 20 | 36 | -17
CCn1c(=O)c2[nH]c(SC)nc2n(CC)c1=O | 15 | -5 | 14 | -9 | -6 | -11 | -12 | -9 | 5 | 13 | -7
COc1ccc(NC(=O)C/C(C)=N/NC(=O)CCc2ccccc2)c(OC)c1 | -3 | -13 | -27 | 1 | -18 | 3 | -9 | 3 | 0 | 14 | 1
N#CC1=C(N)N(c2ccc(F)cc2)C(=O)C1 | 15 | 8 | 6 | 1 | -16 | -9 | -5 | 9 | -8 | 5 | 10
O=[N+]([O-])c1ccc(-[n+]2ccc3ccccc3c2)c([N+](=O)[O-])c1 | -29 | -10 | -9 | 11 | 55* | -19 | 17 | -23 | 82* | 57* | -81*
Cn1c(SCC(=O)NC2CC2)nnc1-c1ccccc1Cl | 0 | 14 | 2 | 8 | 3 | -5 | -5 | 4 | 18 | -2 | 9
Cc1ccc(S(=O)(=O)N2CCC(c3nnc(SCCN4CCCC4)n3C)CC2)cc1 | 9 | 14 | -18 | -2 | -5 | -15 | 9 | -13 | -7 | 10 | 3
O=C1NCCCC1C(=O)N/N=C/c1ccccc1[N+](=O)[O-] (stereo not drawn) | -4 | -16 | -20 | -4 | 11 | -4 | 16 | -1 | -3 | -9 | 3
[O-][n+]1cccc2ncc3cscc3c21 | -4 | 17 | -19 | -24 | -3 | -16 | -39 | 10 | -8 | 12 | -5
CC(C)Oc1ccc(C(=O)Nc2ccc(C(F)(F)F)n(C)c2=O)cc1 | 14 | 7 | -8 | -40 | -4 | 3 | -7 | 3 | 10 | -24 | 13
CCc1ccc(NS(=O)(=O)c2ccc(C)c(C(=O)N3CCOCC3)c2)cc1 | 11 | 1 | 4 | 2 | 9 | -19 | -1 | -22 | -2 | 5 | 3
CCSc1nnc2nc3[nH]c4c(C)cccc4c3nn12 | -18 | -4 | -17 | -16 | -5 | -29 | -51 | -3 | 3 | -8 | -5
O=C(NC1CCN(Cc2ccccc2)CC1)c1ccccc1F | -20 | 1 | -6 | -6 | -12 | 12 | 8 | 14 | 15 | 1 | -3
COc1ccc(S(=O)(=O)N2CCC(C(=O)NC3CC3)CC2)cc1Cl | -18 | -6 | 4 | -4 | -5 | 7 | -21 | 5 | 7 | 3 | -1
CCOC(=O)C1=C(C)NC(C)=C(C(=O)OCC)C1c1cccc([N+](=O)[O-])c1 | 11 | -14 | -9 | -11 | 0 | 16 | 2 | -1 | 13 | 4 | -3
Cc1c(Cl)cccc1NC(=S)N=Nc1c(O)n(CN2CCOCC2)c2ccccc12 | / | / | / | 29 | -4 | 33 | / | / | 0 | 105* | 3
CCOC(=O)c1cnc2c(C)cc(Cl)cc2c1NCCCN1CCOCC1 | 12 | -22 | 3 | 6 | -4 | -15 | 10 | -16 | -3 | -60 | -26
CCCCCOC(=O)CSc1nc2c(c(=O)[nH]c(=O)n2C)n1CCc1ccccc1 | 10 | 17 | 4 | -3 | -3 | -7 | 18 | -7 | -2 | -7 | 0
O=C1c2ccsc2SCCN1Cc1ccc(Cl)cc1 | -4 | 8 | 6 | 3 | -3 | 9 | -7 | 3 | 3 | -13 | -8
O=[n+]1c2c(n([O-])c3c1CCCC3)CCCCC2 | 0 | 19 | 1 | -2 | 8 | 6 | -10 | 0 | -6 | 8 | 9

Of the compounds above, seven have an aryl thioether with sulfur outside any ring:
SMILES | NR5A2 inv ag | NCOA3 inh | SRC1 inh | EBV LMP1 NFkB | TRAIL sens C8 | TROY signal inh | SRC2 inh | COUP-TFII inh | CF NFkB inh | TWEAK Fn14 block | KKLEB tox
COc1cc(-n2nnnc2SCC(=O)N2CCN(c3ccc(F)cc3)CC2)c(OC)cc1Cl | 4 | -14 | -9 | 0 | -2 | 1 | -14 | -5 | 16 | 16 | -7
O=C(CSc1nc2c(sc3ccccc32)c(=O)n1-c1ccccc1)NCc1ccco1 | 5 | 1 | 2 | -12 | -14 | 8 | -12 | -4 | -28 | 29 | 4
CCn1c(=O)c2[nH]c(SC)nc2n(CC)c1=O | 15 | -5 | 14 | -9 | -6 | -11 | -12 | -9 | 5 | 13 | -7
Cn1c(SCC(=O)NC2CC2)nnc1-c1ccccc1Cl | 0 | 14 | 2 | 8 | 3 | -5 | -5 | 4 | 18 | -2 | 9
Cc1ccc(S(=O)(=O)N2CCC(c3nnc(SCCN4CCCC4)n3C)CC2)cc1 | 9 | 14 | -18 | -2 | -5 | -15 | 9 | -13 | -7 | 10 | 3
CCSc1nnc2nc3[nH]c4c(C)cccc4c3nn12 | -18 | -4 | -17 | -16 | -5 | -29 | -51 | -3 | 3 | -8 | -5
CCCCCOC(=O)CSc1nc2c(c(=O)[nH]c(=O)n2C)n1CCc1ccccc1 | 10 | 17 | 4 | -3 | -3 | -7 | 18 | -7 | -2 | -7 | 0
